TEAD-YAP block – TEAD-YAP interaction inhibition; HEK-TIYL cells, TEAD-Gal4/YAP UAS-luciferase luminescence; inhibition, % at 9.12 µM; 640,000 tested, 1.4% active; in the data active = inhibition above about 32%;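 also: 0% = median of test compound wells and 100% = reference inhibitor wells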
MITF inh – blocks human microphthalmia-associated transcription factor | AlphaScreen MITF homodimerization, bead proximity signal | inhibition, % at 2.6 µM | AID 1259374 | 650,000 tested, 0.91% active; in the data active = inhibition above about 50%;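 also: 0% = vehicle wells with protein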
Target sequence (O75030 whole entry, looked up): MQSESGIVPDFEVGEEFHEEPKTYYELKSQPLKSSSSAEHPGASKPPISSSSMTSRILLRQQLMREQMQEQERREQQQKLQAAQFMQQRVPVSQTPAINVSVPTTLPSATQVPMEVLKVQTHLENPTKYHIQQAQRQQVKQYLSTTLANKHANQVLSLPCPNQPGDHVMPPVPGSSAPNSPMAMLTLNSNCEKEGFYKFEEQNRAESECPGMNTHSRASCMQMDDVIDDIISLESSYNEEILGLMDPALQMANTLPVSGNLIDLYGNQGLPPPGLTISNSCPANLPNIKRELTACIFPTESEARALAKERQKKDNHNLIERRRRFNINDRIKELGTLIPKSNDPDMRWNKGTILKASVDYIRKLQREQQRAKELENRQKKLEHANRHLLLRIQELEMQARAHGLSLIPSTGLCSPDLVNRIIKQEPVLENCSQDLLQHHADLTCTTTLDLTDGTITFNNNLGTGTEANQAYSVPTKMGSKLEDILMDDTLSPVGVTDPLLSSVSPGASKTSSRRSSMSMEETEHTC
FBW7 act – activators of human E3 ligase FBW7; normalized activity (activation), % at 26.1 µM; 650,000 tested, 0.13% active; AlphaScreen FBW7–phospho-cyclin E peptide binding, activator screen; in the data active = normalized activity above about 1.9%;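 also: purified mutant Fbw7 with reduced substrate affinity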
GPR151 activ – activates the human receptor GPR151. PathHunter beta-arrestin GPR151 cells, luminescence. 650,000 tested, 1% active. activation, % at 11.2 µM. Q8TDV0; in the data active = activation above about 4.9%;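 also: 0% = median of compound wells and 100% = cells with positive control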
Target sequence (Q8TDV0 whole entry, looked up): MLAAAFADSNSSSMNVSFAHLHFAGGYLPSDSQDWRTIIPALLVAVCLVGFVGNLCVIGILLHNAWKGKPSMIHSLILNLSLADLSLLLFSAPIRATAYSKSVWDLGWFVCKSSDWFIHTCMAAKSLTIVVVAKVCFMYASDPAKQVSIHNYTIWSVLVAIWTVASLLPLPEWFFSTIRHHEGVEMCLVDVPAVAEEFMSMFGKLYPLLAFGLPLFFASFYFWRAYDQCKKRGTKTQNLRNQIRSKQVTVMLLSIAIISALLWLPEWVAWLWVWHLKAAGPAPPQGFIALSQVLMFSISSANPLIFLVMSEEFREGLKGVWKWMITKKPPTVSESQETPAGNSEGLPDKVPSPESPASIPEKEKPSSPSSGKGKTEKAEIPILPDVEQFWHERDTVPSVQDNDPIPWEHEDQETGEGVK
The depositor's hits bear a star.

What do the screens show for `CCC(=O)N1c2ccc(S(=O)(=O)N3CCN(c4ccccc4)CC3)cc2CC1C` (stereo unspecified)?
TEAD-YAP block: 1; MITF inh: 16; FBW7 act: 0.2; GPR151 activ: -0.4

Results for Cc1cc(=O)oc2cc(OC(=O)CCN3C(=O)c4cccc([N+](=O)[O-])c4C3=O)ccc12 ?
TEAD-YAP block: 18; MITF inh: 24; FBW7 act: 0.9; GPR151 activ: -0.3

How did COC(=O)C(O)(CC(=O)Nc1cc(Cl)ccc1Cl)C(F)(F)F (stereo unspecified) do in these assays?
TEAD-YAP block: 1; MITF inh: 0; FBW7 act: 0.0; GPR151 activ: -0.6

What do the screens show for `CC(C)c1cc(CN2CCN(Cc3ccc(F)c(F)c3)C(CCO)C2)[nH]n1` (stereo unspecified)?
TEAD-YAP block: 7; MITF inh: 8; FBW7 act: 0.0; GPR151 activ: 0.9

What do the screens show for `COc1cc(/C=N/NC(=O)c2ccc(N(C)S(=O)(=O)c3ccccc3)cc2)ccc1O`?
TEAD-YAP block: -9; MITF inh: 5; FBW7 act: -0.1; GPR151 activ: 9.3*

How did O=C(Nc1cccc(-c2nc3ccccc3o2)c1)c1ccc([N+](=O)[O-])o1 do in these assays?
TEAD-YAP block: 14; MITF inh: -15; FBW7 act: 0.0; GPR151 activ: 0.4

Results for Cc1ccc(O)c(/C=N/NC(=O)C2C(=O)NCC2c2ccccc2)c1 (stereo unspecified) ?
TEAD-YAP block: 17; MITF inh: 5; FBW7 act: -1.0; GPR151 activ: -1.4

What do the screens show for `Cc1cccc(Nc2cc(N3CCCCC3)c3noc4c3c2C(=O)c2ccccc2-4)c1`?
TEAD-YAP block: 11; MITF inh: 52*; FBW7 act: -0.2; GPR151 activ: 0.2

How did COc1ccc(NC(=O)C2CCC(CNS(=O)(=O)c3cccs3)CC2)cc1Cl (stereo unspecified) do in these assays?
TEAD-YAP block: -9; MITF inh: 0; FBW7 act: -0.1; GPR151 activ: -0.6

How did COc1ccccc1NC(=O)C(=O)NNC(=O)c1cccc(Cl)c1 do in these assays?
TEAD-YAP block: -7; MITF inh: -8; FBW7 act: -0.1; GPR151 activ: -0.3

What do the screens show for `COc1ccc(CC(=O)Nc2ccc(Br)cc2C)cc1`?
TEAD-YAP block: -3; MITF inh: 8; FBW7 act: 0.0; GPR151 activ: 1.5

How did CCCCN1C(=O)C(O)(CC(=O)c2cccnc2)c2cc(Br)ccc21 (stereo unspecified) do in these assays?
TEAD-YAP block: 22; MITF inh: -8; FBW7 act: 0.0; GPR151 activ: 0.9

What do the screens show for `CN(C)c1cccc(Nc2cc(NCCN3CCOCC3)ncn2)c1`?
TEAD-YAP block: -10; MITF inh: 17; FBW7 act: 0.0; GPR151 activ: -2.1

What do the screens show for `N#CC1=C(N)Oc2nc[nH]c(=O)c2C1c1cccc(Br)c1` (stereo unspecified)?
TEAD-YAP block: 1; MITF inh: 13; FBW7 act: -0.1; GPR151 activ: -0.3

Results for CCOC(=O)c1cc2c(=O)n3ccccc3nc2n(Cc2ccccc2)c1=NC(=O)c1ccccc1C ?
TEAD-YAP block: -7; MITF inh: -9; FBW7 act: 0.1; GPR151 activ: 0.4

What do the screens show for `COc1ccc(S(=O)(=O)N(CC(N)=O)c2ccc(F)cc2)cc1`?
TEAD-YAP block: 15; MITF inh: 4; FBW7 act: -0.1; GPR151 activ: -0.2

Results for COc1cc(CNc2nccn3c(-c4ccc(F)cc4)cnc23)cc(OC)c1OC ?
TEAD-YAP block: 3; MITF inh: 3; FBW7 act: 1.9*; GPR151 activ: -1.3

Results for CC(C)CCN1CC[C@@H]2[C@H](CCCN2C(=O)/C=C/c2ccncc2)C1 ?
TEAD-YAP block: -2; MITF inh: 9; FBW7 act: -0.1; GPR151 activ: -0.1

What do the screens show for `CCOC(=O)C1=C(C)N=c2s/c(=C\c3cccc(OC)c3)c(=O)n2C1c1ccccc1OC` (stereo unspecified)?
TEAD-YAP block: -6; MITF inh: 6; FBW7 act: 0.0; GPR151 activ: -1.4

How did OCCN(CCO)Cc1ccc(F)c(Br)c1 do in these assays?
TEAD-YAP block: 3; MITF inh: -2; FBW7 act: 0.0; GPR151 activ: -0.3

What do the screens show for `CCOC(=O)COc1ccccc1C1Nc2ccc(Br)cc2-c2nnc(SC)nc2O1` (stereo unspecified)?
TEAD-YAP block: -4; MITF inh: -7; FBW7 act: 0.0; GPR151 activ: -0.2

How did CCNC(=O)Cn1nc(C)n2c(cc3cc(C)ccc32)c1=O do in these assays?
TEAD-YAP block: -2; MITF inh: 12; FBW7 act: 0.4; GPR151 activ: 2.4

What do the screens show for `CC(C)c1nc(SCc2ccccc2F)c2c(=O)n(C)c(=O)n(C)c2n1`?
TEAD-YAP block: 8; MITF inh: 8; FBW7 act: 0.2; GPR151 activ: -0.4

Results for CCC(=O)N=c1sc2cc([N+](=O)[O-])ccc2n1CCOC ?
TEAD-YAP block: 2; MITF inh: -9; FBW7 act: -0.1; GPR151 activ: -0.8

Results for O=C(Oc1c(Cl)cc(Cl)c2cccnc12)c1cccs1 ?
TEAD-YAP block: 7; MITF inh: 12; FBW7 act: -0.5; GPR151 activ: 0.0

Results for Cc1ccc(N2C(=O)c3ccc(Oc4cccc([N+](=O)[O-])c4)cc3C2=O)cc1 ?
TEAD-YAP block: 7; MITF inh: -2; FBW7 act: 0.0; GPR151 activ: -0.1

What do the screens show for `Cc1ccc(-n2c3c(cc(C(=O)NC4CCSC4=O)c2=O)C(=O)CCC3)cc1` (stereo unspecified)?
TEAD-YAP block: -2; MITF inh: 3; FBW7 act: -0.3; GPR151 activ: -1.0

Results for CCOc1ccc(C2C(C#N)=C(N)N(c3ccccc3C(F)(F)F)C3=C2C(=O)CC(C)(C)C3)cc1 (stereo unspecified) ?
TEAD-YAP block: 8; MITF inh: -1; FBW7 act: 0.1; GPR151 activ: -1.1

How did N#Cc1ccc(Oc2ccc(S(=O)(=O)N3CCOCC3)cc2[N+](=O)[O-])cc1 do in these assays?
TEAD-YAP block: 11; MITF inh: 8; FBW7 act: -0.1; GPR151 activ: 2.4

What do the screens show for `CC1CN(Cc2cnn(-c3ccccc3)c2)Cc2ccccc2O1` (stereo unspecified)?
TEAD-YAP block: 1; MITF inh: 8; FBW7 act: 0.8; GPR151 activ: 1.9

How did Fc1ccc(NC(=S)NCCN2CCOCC2)c(F)c1F do in these assays?
TEAD-YAP block: 4; MITF inh: -4; FBW7 act: 0.0; GPR151 activ: -0.2

Results for CN(C)C(=O)c1ccc(N2CCC(N3CCCN(C(=O)c4ccco4)CC3)CC2)cc1 ?
TEAD-YAP block: 6; MITF inh: -3; FBW7 act: 0.0; GPR151 activ: 0.1

What do the screens show for `Cc1ccc2c(c1)cc1c(=O)n(CC(=O)NCc3ccc(F)cc3)nc(C)n12`?
TEAD-YAP block: 3; MITF inh: -3; FBW7 act: 0.0; GPR151 activ: -0.7

Results for Cc1ccc(OCC(=O)Nc2nccs2)c(C)c1 ?
TEAD-YAP block: 93*; MITF inh: 5; FBW7 act: -0.3; GPR151 activ: -7.7

Results for COc1ccc2c(c1OC)C(=O)OC2c1ccc(O)cc1 (stereo unspecified) ?
TEAD-YAP block: -8; MITF inh: -2; FBW7 act: -0.1; GPR151 activ: 4.5

What do the screens show for `CCN(C(=O)c1ccccc1)c1c(C)n(C)n(-c2ccccc2)c1=O`?
TEAD-YAP block: 4; MITF inh: 7; FBW7 act: 0.3; GPR151 activ: 2.5

How did CC(=O)c1ccc(NC(=O)Cc2ccc(Cl)c(Cl)c2)cc1 do in these assays?
TEAD-YAP block: -49; MITF inh: -3; FBW7 act: -0.1; GPR151 activ: 0.6

How did COC(=O)C(NC(=O)c1ccccc1)(Nc1ccc(OC(F)(F)F)cc1)C(F)(F)F (stereo unspecified) do in these assays?
TEAD-YAP block: 1; MITF inh: 17; FBW7 act: 0.0; GPR151 activ: 1.1

How did Cc1ccc(NC(=O)Nc2cccs2)cc1C do in these assays?
TEAD-YAP block: -43; MITF inh: 1; FBW7 act: -0.3; GPR151 activ: -0.4

What do the screens show for `CC(C)(C)OC(=O)C(C)(C)O/N=C(\C(=O)O)c1csc(N)n1`?
TEAD-YAP block: 2; MITF inh: 10; FBW7 act: -0.1; GPR151 activ: 0.5

How did COc1ccc(CC(=O)Nc2ccc(C)c(Cl)c2)cc1 do in these assays?
TEAD-YAP block: -2; MITF inh: 3; FBW7 act: -0.1; GPR151 activ: -0.4

What do the screens show for `CCN(CC)S(=O)(=O)c1ccc(C(=O)Nc2sc3c(c2C(=O)OC)CCN(C(C)C)C3)cc1`?
TEAD-YAP block: 3; MITF inh: -6; FBW7 act: 0.2; GPR151 activ: -1.6

What do the screens show for `CCCNc1nc(N2CCC(N3CCOCC3)CC2)nc2c1ncn2-c1ccccc1`?
TEAD-YAP block: 4; MITF inh: 10; FBW7 act: -0.1; GPR151 activ: -1.1

Results for Cc1cccc(N(C)S(=O)(=O)c2ccc3[nH]cc(C(=O)NCCC(C)C)c(=O)c3c2)c1 ?
TEAD-YAP block: -6; MITF inh: -5; FBW7 act: -0.1; GPR151 activ: -0.9

What do the screens show for `CCN(CC)C(=O)C1CCCN(c2nc3ncnc(NC4CC4)c3[nH]2)C1` (stereo unspecified)?
TEAD-YAP block: -6; MITF inh: -2; FBW7 act: -0.2; GPR151 activ: 1.2

How did Cc1nc2c(C(=O)NCCCN3CCCC3)cnn2c(C)c1Cc1c(F)cccc1Cl do in these assays?
TEAD-YAP block: 9; MITF inh: 18; FBW7 act: 0.4; GPR151 activ: -0.3

How did O=C1CCC(C(=O)Nc2ccccc2F)=NN1 do in these assays?
TEAD-YAP block: 1; MITF inh: 1; FBW7 act: 0.0; GPR151 activ: -2.9

What do the screens show for `COc1ccc(C2(C(=O)NCCn3cc(C(=O)N4CCCC4)nn3)CCCC2)cc1`?
TEAD-YAP block: -1; MITF inh: -10; FBW7 act: 1.2; GPR151 activ: -1.1

Results for CNC(=S)N1CCC(C(=O)NC(c2ccccc2C)c2ncccc2C)CC1 (stereo unspecified) ?
TEAD-YAP block: 9; MITF inh: 19; FBW7 act: 1.3; GPR151 activ: -1.2

Results for Cc1occc1-c1nn(C2CCN(C(=O)CC3CCCCC3)CC2)c(=O)o1 ?
TEAD-YAP block: 2; MITF inh: -2; FBW7 act: -0.2; GPR151 activ: 0.0

Results for CCCC1=NN2C(=N)/C(=C/c3ccc(OCCOc4ccccc4C)cc3)C(=O)N=C2S1 ?
TEAD-YAP block: 8; MITF inh: -1; FBW7 act: 0.1; GPR151 activ: -0.9

How did COc1cccc(NC(=O)C(=O)C2C(=O)Nc3ccccc32)c1 (stereo unspecified) do in these assays?
TEAD-YAP block: -27; MITF inh: 19; FBW7 act: 0.8; GPR151 activ: -0.7

How did O=C1NN(c2ccccc2)C(=O)/C1=C\C=C\c1ccccc1 do in these assays?
TEAD-YAP block: 13; MITF inh: 9; FBW7 act: 0.1; GPR151 activ: 1.0

How did Cc1nc(NCCNS(=O)(=O)c2ccc3cccc4c3c2CC4)cc(-n2ccnc2C)n1 do in these assays?
TEAD-YAP block: -2; MITF inh: 13; FBW7 act: 0.1; GPR151 activ: 0.9

Results for O=C1C2CC=C(Cl)CC2C(=O)N1CCCN1CCN(CCCN2C(=O)C3CC=C(Cl)CC3C2=O)CC1 (stereo unspecified) ?
TEAD-YAP block: 1; MITF inh: -6; FBW7 act: 0.1; GPR151 activ: -0.3

Results for Cc1cc(C)c(S(=O)(=O)Nc2cc3c(C(=O)Nc4ccccc4)c(C)oc3c3ccccc23)c(C)c1 ?
TEAD-YAP block: 4; MITF inh: 12; FBW7 act: 0.0; GPR151 activ: 0.6

What do the screens show for `COC(=O)c1ccc2c(=O)[nH]c(CSc3nc(C)cs3)nc2c1`?
TEAD-YAP block: -22; MITF inh: 3; FBW7 act: 0.1; GPR151 activ: -1.3

How did CC(C)(C)OC(=O)NC(Cc1ccccc1)C(=O)NC(CSC1CCCCO1)C(=O)NN (stereo unspecified) do in these assays?
TEAD-YAP block: -15; MITF inh: -14; FBW7 act: -0.1; GPR151 activ: 0.8

Of the compounds above, these contain a Cl atom:
How did COC(=O)C(O)(CC(=O)Nc1cc(Cl)ccc1Cl)C(F)(F)F (stereo unspecified) do in these assays?
TEAD-YAP block: 1; MITF inh: 0; FBW7 act: 0.0; GPR151 activ: -0.6

How did COc1ccc(NC(=O)C2CCC(CNS(=O)(=O)c3cccs3)CC2)cc1Cl (stereo unspecified) do in these assays?
TEAD-YAP block: -9; MITF inh: 0; FBW7 act: -0.1; GPR151 activ: -0.6

How did COc1ccccc1NC(=O)C(=O)NNC(=O)c1cccc(Cl)c1 do in these assays?
TEAD-YAP block: -7; MITF inh: -8; FBW7 act: -0.1; GPR151 activ: -0.3

Results for O=C(Oc1c(Cl)cc(Cl)c2cccnc12)c1cccs1 ?
TEAD-YAP block: 7; MITF inh: 12; FBW7 act: -0.5; GPR151 activ: 0.0

How did CC(=O)c1ccc(NC(=O)Cc2ccc(Cl)c(Cl)c2)cc1 do in these assays?
TEAD-YAP block: -49; MITF inh: -3; FBW7 act: -0.1; GPR151 activ: 0.6

How did COc1ccc(CC(=O)Nc2ccc(C)c(Cl)c2)cc1 do in these assays?
TEAD-YAP block: -2; MITF inh: 3; FBW7 act: -0.1; GPR151 activ: -0.4

How did Cc1nc2c(C(=O)NCCCN3CCCC3)cnn2c(C)c1Cc1c(F)cccc1Cl do in these assays?
TEAD-YAP block: 9; MITF inh: 18; FBW7 act: 0.4; GPR151 activ: -0.3

Results for O=C1C2CC=C(Cl)CC2C(=O)N1CCCN1CCN(CCCN2C(=O)C3CC=C(Cl)CC3C2=O)CC1 (stereo unspecified) ?
TEAD-YAP block: 1; MITF inh: -6; FBW7 act: 0.1; GPR151 activ: -0.3
